# Screens from PubChem.
# BLM inh: Bloom syndrome helicase (human) inhibition; P54132; recombinant BLM DNA unwinding, fluorescence dequenching; Potency, µM (titrated, usually from 56.1 µM), without a hit: at the highest dose activity change, negative = inhibition, actives largely listed as inhibitors; 350,000 tested, 0.2% active;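 note: potency is the fitted concentration of half-maximal effect; plate controls were vehicle for no effect and no enzyme for full effect; nearly all actives have a fitted effect of over 35% in size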
# APE1 inh: APE1 (human) endonuclease inhibition; P27695; recombinant APE1, TAMRA/BHQ-2 abasic DNA cleavage fluorescence; Potency, µM (highest dose often 65.8 µM), inactives show top-dose activity change, negative = inhibition, usual class: inhibitors; 350,000 tested, 0.35% active; AID 2517;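 note: potency is the fitted concentration of half-maximal effect; plate controls were vehicle for no effect and reference inhibitor for full effect; nearly all actives have a fitted effect of over 55% in size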
# Target sequence (P27695 whole entry, looked up): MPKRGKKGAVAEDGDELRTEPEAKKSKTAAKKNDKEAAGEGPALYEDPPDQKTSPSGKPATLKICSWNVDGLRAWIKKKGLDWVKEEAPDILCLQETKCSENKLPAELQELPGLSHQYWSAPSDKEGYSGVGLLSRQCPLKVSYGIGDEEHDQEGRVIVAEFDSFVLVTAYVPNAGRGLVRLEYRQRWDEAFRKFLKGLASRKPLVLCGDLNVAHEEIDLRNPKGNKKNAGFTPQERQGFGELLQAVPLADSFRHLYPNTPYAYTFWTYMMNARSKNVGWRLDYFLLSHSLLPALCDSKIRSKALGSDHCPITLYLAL
#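 Step 1: APE1 (0.75 nM) with compound, 15 min RT. Step 2: add 50 nM fluorophore/quencher THF duplex. Step 3: three fluorescence reads 60 s apart (525/598 nm); read 3 minus read 1 = reaction progress.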
# Apoferritin bind: candidate novel general anesthetic via apoferritin binding. Potency, µM (titrated, usually from 77.5 µM), for inactives: at the highest dose activity change, negative = displacement, hits mostly inhibitors. apoferritin/1-aminoanthracene competitive binding, fluorescence. P02791. AID 485281. 350,000 tested, 0.074% active; note: potency is the fitted concentration of half-maximal effect; % is set by controls: 0 for no effect and ±100 for the full control effect; nearly all actives have a fitted effect of over 20% in size
#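 Horse-spleen apoferritin (10 uM) was mixed with 50% saturated 1-aminoanthracene in PBS, exposed to compounds for 10 min at room temperature, and read for fluorescence (ex 380 nm, em 535 nm). Competitive displacement was fitted with a four-parameter Hill equation.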
# POLB inh: DNA polymerase beta (human) inhibition | Pol beta primer extension/strand displacement, fluorescence kinetic | 340,000 tested, 1.3% active | Potency, µM (highest dose often 114 µM), without a hit: at the top dose activity change, negative = inhibition, most hits filed as inhibitors; note: potency is the fitted concentration of half-maximal effect; % is set by controls: 0 for no effect and ±100 for the full control effect
#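 Human Pol beta at 10 nM; strand-displacement substrate 50 nM final. Compound exposure 15 min at room temperature before start, reaction 10 min at room temperature.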
# TRHR agonist: agonists of human TRH receptor | P34981 | 360,000 tested, 0.18% active | TRHR cells, calcium flux fluo-8, FDSS agonist mode | activation, % at 2 µM; in the data active = activation above about 30%; note: 0% is about no effect
#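 Fluo-8-loaded TRHR cells; 10 s baseline, compound added, kinetic Ca2+ fluorescence read 1/s, agonist mode.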
# Pol iota inh: blocks human DNA polymerase iota activity; Q9UNA4; Potency, µM (top dose mostly 115 µM), for the others: top-dose activity, negative = inhibition, actives largely listed as inhibitors; Pol iota fluorescent replication assay, 10 min; 390,000 tested, 1% active; note: potency is the fitted concentration of half-maximal effect
# Target sequence (Q9UNA4 whole entry, looked up): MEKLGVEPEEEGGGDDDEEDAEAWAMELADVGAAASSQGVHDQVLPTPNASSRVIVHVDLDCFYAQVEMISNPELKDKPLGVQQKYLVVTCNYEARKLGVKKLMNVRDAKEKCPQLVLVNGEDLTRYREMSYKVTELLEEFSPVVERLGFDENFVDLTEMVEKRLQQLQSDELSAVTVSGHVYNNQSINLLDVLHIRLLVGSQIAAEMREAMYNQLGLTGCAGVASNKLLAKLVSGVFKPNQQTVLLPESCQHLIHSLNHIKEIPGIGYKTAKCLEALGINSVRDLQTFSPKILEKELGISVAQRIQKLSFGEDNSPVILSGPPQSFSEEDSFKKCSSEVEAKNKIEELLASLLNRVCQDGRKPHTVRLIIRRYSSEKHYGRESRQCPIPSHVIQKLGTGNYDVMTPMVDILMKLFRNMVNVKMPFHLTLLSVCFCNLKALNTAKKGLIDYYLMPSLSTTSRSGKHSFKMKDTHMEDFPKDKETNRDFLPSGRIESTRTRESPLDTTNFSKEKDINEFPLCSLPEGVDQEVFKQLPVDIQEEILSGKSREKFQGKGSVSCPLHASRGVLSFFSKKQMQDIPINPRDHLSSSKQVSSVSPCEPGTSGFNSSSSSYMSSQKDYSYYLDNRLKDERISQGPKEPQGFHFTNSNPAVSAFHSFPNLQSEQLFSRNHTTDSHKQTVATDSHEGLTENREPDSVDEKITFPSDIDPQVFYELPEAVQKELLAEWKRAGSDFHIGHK
#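 Pol iota at 10 nM preincubated 15 min with compounds at room temperature; reaction started with fluorescent substrate, 50 nM final. Fluorescence read kinetically at 0 and 10 min; buffer-only wells as negative control.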
# POLK inh: blocks human DNA polymerase kappa activity | purified Pol kappa, fluorescent DNA synthesis assay, 10 min | Potency, µM (titrated, usually from 107 µM), for inactives: at the top dose activity, negative = inhibition, hits mostly inhibitors | AID 588579 | 400,000 tested, 0.53% active | Q9UBT6; note: potency is the fitted concentration of half-maximal effect; % is set by controls: 0 for no effect and ±100 for the full control effect
#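 Enzyme at 10 nM met test compounds for 15 min at room temperature. Substrate addition (50 nM final) began the reaction, which was monitored by fluorescence at 0 and 10 min.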
# ERG Ets-DNA blk: inhibitors of human ERG Ets domain-DNA interaction; P11308; fluorescence polarization, His-ERG Ets domain / labelled DNA; Potency, µM (doses to about 76.9 µM), for the others: at the highest dose FP activity, negative = inhibition, usual class: inhibitors; 370,000 tested, 0.028% active; active = well fitted inhibition curve with a large enough effect in the polarisation, with a control signal flat; inconclusive = small, poorly fitted or top-dose-only effect, or effect the other way, or a change in a side signal; inactive = no such curve, though single readings can be large or run the other way; the % refers to the polarisation;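 note: polarization taken with two DNA probes labelled with fluorescein and Texas red; potency is the fitted concentration of half-maximal effect; % of control where 0% means no effect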
#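 His-tagged ERG Ets domain (1 uM in the protein solution; 300mM KCl, 50mM Tris-HCl, 1mM EDTA, 1mM DTT, pH 7.5) received compound, then a probe mix of 5 nM fluorescein-DNA and 100nM Texas-615-DNA. Fluorescence polarization was read for both dyes.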
# 12-LOX inh: ALOX12 (human) lipoxygenase inhibition; Potency, µM (highest dose often 108 µM), for inactives: top-dose activity change, negative = inhibition, actives largely listed as inhibitors; purified 12hLO, xylenol orange hydroperoxide absorbance; P18054; 580,000 tested, 1.1% active; note: potency is the fitted concentration of half-maximal effect; % is set by controls: 0 for no effect and ±100 for the full control effect
#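 Purified human 12hLO (150 nM final) in 25 mM Hepes, 0.01% Triton X-100, pH 7.0 was preincubated 15 min at room temperature with compound. Then 40 uM arachidonic acid was added, 30 min. Hydroperoxide was read by Fe-XO absorbance ratio 573/405 nm.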
# The depositor's hits bear a star; ? = inconclusive; . = not tested or not shown; [ ] = dose if it differs, or a comment. Unless noted, calls come from the whole dose curve; as a rule, active = well fitted curve in the direction sought with a large enough effect; inconclusive = small, poorly fitted or top-dose-only effect, or another doubt; inactive = no such curve, though single readings can be large; an effect the other way counts as inactive or inconclusive.
# The line under a structure holds: BLM inh | APE1 inh | Apoferritin bind | POLB inh | TRHR agonist | Pol iota inh | POLK inh | ERG Ets-DNA blk | 12-LOX inh
Cc1nnc(-c2ccc(Oc3ccc(C)c(C)c3)c([N+](=O)[O-])c2)o1
  -10.7% | 0.0% | ? | -1.5% | -0.5 | 7.5% | -4.5% | 10.3% | -6.6%
C=CCOc1cccc(C2C(C(=O)c3ccco3)=C(O)C(=O)N2Cc2ccncc2)c1 (stereo not drawn)
  -1.8% | -1.4% | -7.2% | 3.2% | 1.5 | 8.5% | -4.5% | -10.3% | ?
OC[C@@H]1O[C@@H](Oc2ccc(O)cc2)[C@H](O)[C@@H](O)[C@@H]1O
  -1.5% | -4.1% | -1.4% | . | . | . | 17.7%[60.1 µM] | . | .
CN(Cc1ccccc1)C(=O)CSc1nc2ccccc2[nH]1
  -1.8% | 81.3%[activator] | -6.1% | 4.6% | -0.8 | 65.8%[activator] | 5.4% | -0.4% | 2.0%
Cc1ccc(-n2c(SCC(=O)NCC3CCCO3)nc3c(c2=O)SCC3)cc1 (stereo not drawn)
  0.2% | 3.8% | -8.4% | 4.0% | -1.1 | 8.0% | -1.2% | -2.4% | 0.0%
Cc1cccc(-c2cc3nc4c(c(N5CCOCC5)n3n2)CCCC4)c1
  -7.7% | 2.9% | -13.6% | 2.7% | -0.8 | 26.4% | -0.4% | 5.4% | 1.7%
Cc1ccccc1NC(=O)CSc1nc2nccnc2c(=O)n1CCc1c[nH]c2ccccc12
  -1.1% | . | 0.1% | -11.3% | 0.5 | 0.8% | -13.4% | 4.4% | 0.0%
COc1ccc(-c2cc(C(=O)N3CCN(c4ccccc4O)CC3)c3ccccc3n2)cc1
  . | -14.9% | . | . | -0.5 | 14.7% | 2.9% | 2.0% | -8.4%
COc1cc(Cl)ccc1OCc1cc(C(=O)N2CCCCCC2)no1
  -1.5% | 24.6% | ? | 1.4% | -1.2 | 2.7% | 4.0% | 8.9% | -11.5%
C/C(CC(=O)Nc1ccc2c(c1)OCO2)=N\NC(=O)C(c1ccccc1)c1ccccc1
  -1.9% | -2.5% | 1.4% | 16.2% | -0.1 | -19.9% | -10.1% | . | 0.1%
COC(=O)Nc1c(-c2ccccc2)nc2ccc(Cl)cn12
  -0.8% | -3.5% | 5.3% | 58.8% | 0.4 | 50.1%[activator] | 1.7% | 0.4% | -29.1%
COc1cccc(N2CCN(S(=O)(=O)c3ccc4c(c3)CC(C)N4C(=O)C3CC3)CC2)c1 (stereo not drawn)
  -5.7% | 15.0% | -0.5% | 0.6% | -0.9 | -6.5% | 2.0% | 6.6% | -20.6%
CN(c1ccccc1)c1ccc(/C=C/[N+](=O)[O-])cc1
  -21.5% | 1.5% | -7.7% | 5.0% | -1.6 | ? | -5.9% | 3.9% | -22.4%
COc1ccc(S(=O)(=O)N(CC(=O)NCc2ccccc2OC)c2ccc(C)cc2)cc1
  -6.8% | . | -1.7% | 3.4% | 0.8 | 7.4% | -8.5%[60.1 µM] | -3.6% | -9.0%
CCOc1ccccc1CNCc1c(C(=O)O)c(C)n(Cc2ccc(Cl)cc2)c1C
  2.8% | . | -16.0% | 15.6% | 0.4 | 23.0% | 5.1% | -3.5% | -26.3%
CCOC(=O)c1cnc2cc(-c3ccc(Cl)cc3)nn2c1N
  -1.1% | -9.2% | -10.1% | 2.2% | 0.1 | 9.7% | -2.6% | . | 25.3%
C=CCNC(=O)CC(C)C(CCCCC)C(=O)O (stereo not drawn)
  1.1% | -3.4% | -8.0% | 23.8% | 0.3 | 11.4% | 3.0% | 2.8% | 47.7%
Cc1c(C(=O)N2CCCCCC2)c(S(=O)(=O)NCc2ccccc2)c(C)n1C
  1.3% | . | -3.2% | -8.2% | 0.3 | 9.1% | -14.4% | 7.9% | 4.2%
C[C@]12C(=O)N(c3ccccc3)C(=O)N1[C@H]1c3ccccc3OC[C@@H]1[C@H]2c1ccccc1
  . | -2.5% | . | . | . | 24.9% | -11.7% | -8.9% | -0.4%
CSc1ccccc1NC(=O)NCCCl
  0.7% | -1.5% | -7.5% | 3.2% | 0.1 | 6.3% | 9.3% | 2.6% | -12.9%
COc1ccc2sc(-c3ccccc3OC)c(-c3ccc(OC)nc3)c2c1
  . | 25.0% | . | . | -0.2 | 44.8%[activator] | 9.0% | 12.2% | -13.4%
CC(=O)c1cc(N2CCOCC2)ccc1[N+](=O)[O-]
  -2.4% | -2.7% | -14.1% | 23.0% | 0.4 | 97.4%[activator] | -4.9% | -0.9% | -20.4%
CCOC(=O)c1ccc(NC(=O)CC2C(=O)N(c3cccc(OC)c3)C(=O)N2Cc2ccc(OC)cc2)cc1 (stereo not drawn)
  -11.6% | . | -3.0% | 1.9% | 0.0 | 45.1%[activator] | -10.5% | 1.0% | -16.9%
COc1ccc(CNC(=S)NNC(=O)c2cc3ccccc3o2)cc1
  -2.5% | 7.3%[12.4 µM] | 5.1% | 13.6% | -0.2 | 20.7% | -4.0% | 2.7% | -12.6%
CCN1C(=O)[C@@H]2[C@@H](c3ccc(SC4CCCCC4)cc3)N3CCCC[C@@]3(C(=O)OC)[C@@H]2C1=O
  . | 36.6% | . | . | 1.4 | ? | -2.6% | 18.0% | 39.8µM*
Cc1ccc(C(=O)Nc2ccc(C(=O)N3CCCCC3)cc2)o1
  -4.5% | 1.0% | -14.6% | -3.2% | 0.5 | -16.5% | 0.8% | -6.7% | -4.4%
Cc1cc(C)nc(SCC(=O)Nc2ccc(S(=O)(=O)N3CCCCC3)cc2)n1
  -1.7% | 0.5% | ? | 0.0% | -0.3 | -0.3% | 0.0% | 1.0% | 0.7%
O=C(Nc1cccc(F)c1)N1CC[C@@]2(CCCN(S(=O)(=O)c3ccccc3)C2)C1
  -0.1% | 5.0% | . | . | . | . | -3.4%[60.1 µM] | . | 2.5%[57.4 µM]
CCOC(=O)C1(Cc2ccccc2C)CCCN(C(=O)COC)C1 (stereo not drawn)
  0.0% | 1.6% | 3.0% | 23.7% | 0.1 | -14.4% | -8.6% | 5.5% | 6.2%
COc1cccc(CNC(=O)CCC2CCCN(C(=O)C3CCOCC3)C2)c1 (stereo not drawn)
  -4.0% | 2.7% | -6.5% | 9.6% | -0.5 | 25.1% | 1.5% | 8.5% | -5.8%
COc1ccc2[nH]c3c(c2c1)CCNC3c1ccc([N+](=O)[O-])o1 (stereo not drawn)
  -23.8% | -8.4% | 13.0% | 8.7% | 14.8 | -25.3% | -13.5% | -9.7% | 53.0%[activator]
COc1ccc(CN(CC2CCC(C(=O)O)CC2)C(=S)Nc2cc(C)ccc2C)cc1 (stereo not drawn)
  0.2% | 0.7% | -2.1% | -0.3% | -0.9 | -15.0% | -4.4% | 9.3% | -26.1%
O=C(CSc1nc(=O)n2ccccc2n1)NCc1ccccc1
  . | -0.6% | . | . | 0.3 | 5.5% | 0.3% | -13.3% | 1.8%
Cc1cccc(NS(=O)(=O)c2cc([N+](=O)[O-])ccc2C)n1
  1.4% | 2.0% | -8.4% | 0.9% | 0.2 | 47.9%[activator] | 2.6% | 5.2% | -4.4%
Cc1cc(C)cc(NS(=O)(=O)c2ccc3[nH]cc(C(=O)NC4CCCCC4)c(=O)c3c2)c1
  -11.3% | . | ? | ? | 0.1 | -27.8% | -16.5% | 8.4% | ?
Nc1c(C(=O)NCCc2ccccc2)nnn1CC(=O)Nc1ccc(Cl)cc1
  -9.0% | . | -15.6% | ? | 0.9 | 79.4µM* | -28.4% | -1.0% | -10.1%
CCOC(=O)C(=O)Nc1ccc(S(=O)(=O)Nc2ncccn2)cc1
  1.6% | -1.0% | -4.6% | 89.1µM* | 0.0 | -11.3% | -12.9% | -0.2% | 3.6%
Cc1ccc(NCC(=O)N/N=C/c2c[nH]c3ccccc23)cc1
  -5.9% | -11.9% | ? | 8.0% | 0.9 | 56.4%[activator] | -2.2% | ? | -3.7%
O=C(CSc1nnc(-c2ccc(F)cc2)o1)Nc1ccc(S(=O)(=O)N2CCCC2)cc1
  -0.8% | 17.0% | -16.1% | -0.2% | 0.6 | -10.0% | -6.2% | -2.2% | 8.4%
Cc1ccc2c(Sc3ccc(Cl)cc3)c(C(=O)NCCC(C)C)[nH]c2c1
  -5.8% | . | 40.2%[activator] | 14.6% | -0.2 | 11.1% | -1.6% | 1.7% | 2.4%

# Single records (already shown).
# Entry for `O=C(CSc1nc(=O)n2ccccc2n1)NCc1ccccc1` = BLM inh: .; APE1 inh: -0.6%; Apoferritin bind: .; POLB inh: .; TRHR agonist: 0.3; Pol iota inh: 5.5%; POLK inh: 0.3%; ERG Ets-DNA blk: -13.3%; 12-LOX inh: 1.8%
# Entry for `CCOC(=O)C1(Cc2ccccc2C)CCCN(C(=O)COC)C1` (stereo not drawn) = BLM inh: 0.0%; APE1 inh: 1.6%; Apoferritin bind: 3.0%; POLB inh: 23.7%; TRHR agonist: 0.1; Pol iota inh: -14.4%; POLK inh: -8.6%; ERG Ets-DNA blk: 5.5%; 12-LOX inh: 6.2%
# Entry for `Cc1cc(C)cc(NS(=O)(=O)c2ccc3[nH]cc(C(=O)NC4CCCCC4)c(=O)c3c2)c1` = BLM inh: -11.3%; APE1 inh: .; Apoferritin bind: ?; POLB inh: ?; TRHR agonist: 0.1; Pol iota inh: -27.8%; POLK inh: -16.5%; ERG Ets-DNA blk: 8.4%; 12-LOX inh: ?

# Some of the compounds tested, so the mix of outcomes need not match the whole.
